EWS-Fli inh: EWS/Fli transcriptional activity inhibition | A673 NR0B1-luciferase reporter, viability-normalised | inhibition, % at 12.6 µM | actives 0.67% (n = 350,000) | AID 651661;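 active means mean inhibition of at least 50% after viability correction, with every replicate also passing that limit; inconclusive means mean reaches 50% but only one of two replicates passes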;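 further: firefly luciferase signal divided by Alamar Blue viability fluorescence both relative to DMSO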
PAX8 inh HTS: inhibitors of PAX8 transcriptional activity in RMG-I cells. actives 1.2% (n = 360,000). RMG-I TPO-luciferase reporter, SteadyGlo, 24 h. AID 652154. inhibition, % at 12.6 µM;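 active means mean replicate inhibition at least 60% with every replicate also reaching 60%; inconclusive means only one of the two criteria is met; inactive means mean below 60% and not all replicates reaching 60%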;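 further: luciferase light reporting Pax8 driven TPO promoter activity; plate controls were median of neutral control wells for no effect and mitoxantrone controls for full effect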
DENV2 CPE: protects cells from dengue virus 2 cytopathic effect; DENV2-infected cells, cytopathic effect rescue, plate reader; actives 1.7% (n = 350,000); CPE inhibition, % at 9.99 µM; in the data active means CPE inhibition above about 20%, passing the limit was not always enough; inconclusive means no clear call, values can overlap the other calls; tested in BHK-21 cells;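 further: 0% = median of neutral control wells and 100% = median of positive control wells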
miR122 inh: blocks miR-122 activity in Huh7 sensor cells | Huh7 miR-122 Renilla luciferase sensor, 48 h; neutral wells = 0, positive control = 100 | activation (reporter increase), % at 12.5 µM | actives 0.3% (n = 340,000) | AID 602342;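 active means mean replicate activation score at least 90 and every replicate individually at or above 90; inconclusive means only one of the two criteria met; inactive means neither criterion met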;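 further: higher luciferase means less miR-122 activity so hits act as miR-122 inhibitors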
INS-1E GSIS act: GLuc luminescence reporter in INS-1E cells, primary screen for activators of glucose-dependent secretion of insulin. INS-1E GLuc reporter insulin secretion, 2-3 h. activation, % at 16.6 µM. actives 0.61% (n = 370,000). AID 743287;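 active means lowest replicate activation of at least 40%, so every replicate reaches that level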;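 further: 0% = median of neutral control wells and 100% = median of IBMX positive control wells; some compounds called inactive have numbers as strong as hits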
FN deposition inh: fibronectin deposition inhibition; AH1F fibroblasts, Alexa488-fibronectin deposition fluorescence, overnight; AID 743247; inhibition, % at 12.6 µM; actives 0.086% (n = 350,000);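 active means mean inhibition across replicates of 30% or more, regardless of how many single replicates reach that level; inconclusive means mean under 30% yet at least half of replicates reach 30%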;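 further: positive control wells lacked labelled fibronectin entirely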
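Assay system: AH1F fibroblasts / Quantity: 10000 cells per well / Medium: DMEM plus 2% serum, read in PBS / Reagent: labelled fibronectin 24 nM / Dosing: single dose, pinned / Times: 1 h cell attachment, overnight exposure to compound and label / Signal: fluorescence, ex 485 nm, em 525 nm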
F508del corr: correctors of CFTR F508del function in bronchial epithelial cells; AID 720511; actives 0.36% (n = 350,000); CFBE cells, YFP halide quenching; stimulated with forskolin plus potentiator P3; % fluorescence drop versus neutral controls; activity (quench increase), % at 7.58 µM;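 active means mean added fluorescence quench of at least 8% versus neutral control, with both replicates also reaching 8%; inconclusive means only one of the mean or replicate conditions met; inactive means mean below 8% and not both replicates reaching 8%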;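 further: cells transiently co-express mutant CFTR-F508del with the halide-sensitive YFP; corrector assay measuring rescue of mutant channel to the surface after 24 h compound exposure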
An asterisk follows results filed as active; u = inconclusive; x = not tested or not shown; [ ] = remark or other dose.

item | smiles | EWS-Fli inh | PAX8 inh HTS | DENV2 CPE | miR122 inh
1 | O=C(CCS(=O)(=O)c1ccc(Br)cc1)NCc1ccc(F)cc1 | -5 | 0 | -3 | -6
2 | COc1ccccc1CNC(=O)CC(C)C | x | 7 | x | -2
3 | c1ccc2c(c1)CCN(c1nc3cc4c(cc3s1)OCCO4)C2 | x | 82* | x | -1
4 | Cc1cc(NC(=O)CSc2ccc(-c3cccc([N+](=O)[O-])c3)nn2)no1 | 14 | 9 | -4 | -1
5 | Clc1ccc(-[n+]2c(-c3cccc(Br)c3)[nH]c3nc4ccccc4nc32)cc1 | 13 | 11 | -2 | -4
6 | Cn1c(=O)[nH]c(=O)c2c1nc(N1CCCC1)n2CC(O)COc1ccccc1 (stereo not given) | 0 | -4 | -4 | 0
7 | O=C(CNC(=O)c1ccc(-c2ccccc2)cc1)OCc1c(F)cccc1Cl | -6 | 18 | 15 | x
8 | CCCSc1nc2cc(OC)c(OC)cc2c(=N)n1CCCN1CCOCC1 | 10 | -35 | -11 | x
9 | CCOc1ccc(CCNC(=O)COC(=O)c2ccc(Br)o2)cc1OCC | -1 | -19 | 17 | 1
10 | COc1ccc(N(CC(=O)NC2CCCC2)C(=O)Cn2nnc(-c3ccc(C)o3)n2)c(OC)c1 | 1 | -1 | -1 | -3
11 | C[C@H]1CN([C@@H](C)CO)S(=O)(=O)c2ccc(C#Cc3ccccc3F)cc2O[C@@H]1CN(C)C(=O)Cc1cccnc1 | 14 | x | 13 | 20[16.7 µM]
12 | CC(=O)c1ccc(N2CCN(C(=O)C(=O)c3cn(CC(=O)N4CCCCCC4)c4ccccc34)CC2)cc1 | x | 5 | 6 | x

item | INS-1E GSIS act | FN deposition inh | F508del corr
1 | 2 | 4 | -2.2
2 | x | 11 | x
3 | 20 | -4 | x
4 | -4 | 0 | 1.8
5 | x | 3 | -3.0
6 | 23 | 2 | -3.6
7 | -11 | 9 | x
8 | 31 | x | 1.2
9 | 28 | 0 | -2.1
10 | -6 | 8 | 1.1
11 | -24 | -5 | -3.7
12 | -23 | 6 | 2.2

Of the compounds above, these contain a Cl atom.
item | smiles | EWS-Fli inh | PAX8 inh HTS | DENV2 CPE | miR122 inh
5 | Clc1ccc(-[n+]2c(-c3cccc(Br)c3)[nH]c3nc4ccccc4nc32)cc1 | 13 | 11 | -2 | -4
7 | O=C(CNC(=O)c1ccc(-c2ccccc2)cc1)OCc1c(F)cccc1Cl | -6 | 18 | 15 | x

item | INS-1E GSIS act | FN deposition inh | F508del corr
5 | x | 3 | -3.0
7 | -11 | 9 | x

Later entries:
item | smiles | EWS-Fli inh | PAX8 inh HTS | DENV2 CPE | miR122 inh
13 | C/C(=N\n1c(C)nc2ccccc2c1=O)c1ccc(C)o1 | 3 | 13 | 0 | x
14 | Cc1cc(OCC(=O)OCC(=O)N2CCc3ccccc3C2)ccc1Cl | 0 | -4 | -4 | 0
15 | c1ccc(C2[C@H]3CN(CC4CCCCC4)[C@H](c4ccccc4)C34CC2(c2cccnc2)C4)cc1 (stereo not given in full) | 8 | 5 | -4 | x
16 | Cc1cc(C(=O)OCC(=O)c2ccc(Cl)c([N+](=O)[O-])c2)c2cccc(C)c2n1 | 11 | 8 | x | x
17 | Cc1oc(-c2ccc(Cl)cc2)nc1CS(=O)CC(=O)NCc1cccs1 (stereo not given) | 4 | 13 | -10 | 3
18 | CC1CN(CC(O)COc2ccccc2C(C)(C)C)CC(C)O1 (stereo not given) | x | 4 | x | -2
19 | Cc1ccccc1NC(NC(=O)OCCn1c([N+](=O)[O-])cnc1C)C(Cl)(Cl)Cl (stereo not given) | 10 | -18 | 4 | 10
20 | CC(=O)N[C@@H]1C[C@@H]2O[C@H](CO)CC[C@@H]2O[C@@H]1CCc1ccc(-c2ccc(F)cc2)cc1 | -3 | x | -2 | x
21 | CCOC(=O)c1nnsc1NC(=O)Nc1ccc(OC)cc1 | 1 | -10 | x | -4
22 | O=C(c1ccc(Cl)c(S(=O)(=O)NCc2ccco2)c1)N1CCN(c2ccccc2F)CC1 | x | 21 | x | 37
23 | CCC(=O)N1C[C@H](C)[C@@H](OC)CN(C)C(=O)c2ccc(NC(=O)COC)cc2OC[C@H]1C | 3 | -1 | -3 | 20[16.7 µM]
24 | CCN(C[C@@H]1N[C@H](CO)[C@H]1c1ccccc1)C(=O)c1ccncc1 | -6 | -19 | 26* | 17[16.7 µM]

item | INS-1E GSIS act | FN deposition inh | F508del corr
13 | x | -3 | 0.3
14 | 26 | -6 | -5.8
15 | -27 | -10 | -2.9
16 | 3 | -5 | x
17 | x | 24 | -0.5
18 | x | 10 | x
19 | x | -3 | x
20 | x | x | -0.2
21 | 22 | -1 | -0.9
22 | x | 6 | x
23 | 3 | -1 | 1.0
24 | 1 | 6 | -1.8

3 records picked at random from those above, as already listed:
item | smiles | EWS-Fli inh | PAX8 inh HTS | DENV2 CPE | miR122 inh
13 | C/C(=N\n1c(C)nc2ccccc2c1=O)c1ccc(C)o1 | 3 | 13 | 0 | x
23 | CCC(=O)N1C[C@H](C)[C@@H](OC)CN(C)C(=O)c2ccc(NC(=O)COC)cc2OC[C@H]1C | 3 | -1 | -3 | 20[16.7 µM]
14 | Cc1cc(OCC(=O)OCC(=O)N2CCc3ccccc3C2)ccc1Cl | 0 | -4 | -4 | 0

item | INS-1E GSIS act | FN deposition inh | F508del corr
13 | x | -3 | 0.3
23 | 3 | -1 | 1.0
14 | 26 | -6 | -5.8

Continued:
item | smiles | EWS-Fli inh | PAX8 inh HTS | DENV2 CPE | miR122 inh
25 | COc1ccc(C(C(=O)NC2CCCCC2)n2c(=O)c(-c3cc4ccccc4[nH]3)nc3ccccc32)cc1 (stereo not given) | -12 | 39 | -16 | x
26 | CN(Cc1c(C(=O)N/N=C/c2cccc(F)c2)nnn1-c1nonc1N)C1CCCCC1 | x | 3 | -4 | 4
27 | Cc1cc(C)cc(NC(=O)C2CCCN2S(=O)(=O)c2ccc3c(c2)C(C)(C)C(=O)N3C)c1 (stereo not given) | 3 | 2 | 1 | 1
28 | C[C@H](CO)N1C[C@H](C)[C@H](CN(C)C(=O)NC2CCCCC2)Oc2ccc(NS(=O)(=O)c3cn(C)cn3)cc2C1=O | 5 | x | 4 | 2[16.7 µM]
29 | CC(C)NC(=O)NCC[C@@H]1CC[C@H](NC(=O)CCN2CCCCC2)[C@@H](CO)O1 | x | x | -1 | x
30 | O=C(Cc1ccccc1)N1CCC2(CC1)NCCc1[nH]cnc12 | 2 | 5 | -5 | 4
31 | CC(C)NC(=O)Nc1ccc2c(c1)CC(=O)N([C@@H](C)CO)C[C@@H](C)[C@@H](CN(C)Cc1ccc(-c3ccccc3)cc1)O2 | 14 | 5 | 5 | -12[16.7 µM]
32 | OC(Cc1ccnc2ccccc12)C(Cl)(Cl)Cl (stereo not given) | -3 | 23 | -9 | -6
33 | COC(=O)[C@@H]1[C@@H](CO)[C@@H]2Cn3c(ccc(C4=CCCC4)c3=O)[C@@H]2N1C(=O)C1CCCC1 | 0 | x | 2 | 3[16.7 µM]
34 | O=C(C[C@H]1C/C=C/CC[C@@H](Cc2ccc(F)cc2)C(=O)O[C@@H](c2ccccc2)CNC1=O)NCCO | -2 | 9 | x | 0
35 | O=C1CN(C(=O)c2ccccc2)C(c2ccc(F)cc2)c2cc(Br)ccc2N1 (stereo not given) | 12 | 23 | -4 | x
36 | COC(=O)CN1C(=O)[C@H]2[C@@H](c3ccc(C)o3)N3C(=O)CN(Cc4ccc(-c5ccccc5)cc4)C(=O)[C@@]3(C)[C@H]2C1=O | 4 | -5 | -5 | x

item | INS-1E GSIS act | FN deposition inh | F508del corr
25 | 5 | 1 | 4.8
26 | -2 | 10 | 0.6
27 | 6 | 11 | 1.2
28 | 8 | 6 | 5.8
29 | -3 | 7 | -3.9
30 | -10 | -2 | -1.9
31 | 6 | x | -2.6
32 | -52 | 0 | 2.4
33 | 10 | -5 | 0.6
34 | -12 | -6 | 0.9
35 | -13 | -6 | -2.3
36 | x | 0 | -2.4

Following part:
item | smiles | EWS-Fli inh | PAX8 inh HTS | DENV2 CPE | miR122 inh
37 | COc1c(/C=N/NC(N)=S)c(C)nn1-c1ccccc1 | 1 | -2 | -4 | x
38 | CCCNC(=O)[C@@H]1[C@@H](CO)[C@@H]2Cn3c(ccc(-c4cccnc4)c3=O)[C@H]1N2C(=O)Nc1ccccc1 | 0 | -6 | -5 | 0[16.7 µM]
39 | N#Cc1ccc(C(=O)OCC(=O)Nc2cccc(S(=O)(=O)N3CCCCC3)c2)cc1 | -2 | -5 | -5 | 0
40 | C[C@H]1CN([C@@H](C)CO)C(=O)Cc2cc(NS(=O)(=O)c3ccc(Cl)cc3)ccc2O[C@H]1CN(C)Cc1ccc(C(=O)Nc2ccccc2N)cc1 | 9 | 25 | 5 | x
41 | O=C1CCCN1CCCNCC(O)c1ccccc1 (stereo not given) | -3 | 0 | -2 | 0
42 | CC(C)N1C/C(=C/c2cccnc2)C(=O)/C(=C/c2cccnc2)C1 | 69* | -5 | 18 | -5
43 | CC(C)CC(c1nnnn1Cc1ccccc1)N1CCC(C(N)=O)CC1 (stereo not given) | x | 5 | x | 6
44 | COC(=O)Nc1sc2c(c1C(=O)N1CCOCC1)CCC(C)C2 (stereo not given) | -5 | x | 9 | 16
45 | COc1cc(C(=O)c2ccccc2)c(OC)cc1C(=O)Nc1ccc(O)cc1 | 12 | -1 | 3 | x
46 | CCOc1ccc(C(=O)OCC(=O)Nc2cc(S(=O)(=O)N3CCOCC3)ccc2N2CCOCC2)cc1 | 1 | -5 | -1 | 2
47 | CO[C@H]1CN(C)C(=O)c2cc(NC(=O)c3ccc(F)cc3)ccc2OC[C@H](C)NC[C@@H]1C | -4 | -9 | x | 2[16.7 µM]
48 | CCCCOP(=O)(OCCCC)C(Nc1ccccc1)c1ccc2c(c1)OCO2 (stereo not given) | x | -3 | 6 | x

item | INS-1E GSIS act | FN deposition inh | F508del corr
37 | 14 | 10 | -4.5
38 | 5 | x | -2.0
39 | -1 | 1 | -3.1
40 | -4 | x | -0.2
41 | 0 | 0 | -3.8
42 | 2 | 7 | x
43 | x | -4 | x
44 | 9 | x | -2.1
45 | 3 | -9 | x
46 | 1 | -4 | -0.4
47 | 5 | 3 | -1.4
48 | -6 | -5 | x

(list continues)
item | smiles | EWS-Fli inh | PAX8 inh HTS | DENV2 CPE | miR122 inh
49 | O=C(OCC(=O)N(Cc1ccccc1)Cc1ccccc1)c1cccc(O)c1 | -1 | -12 | 2 | -13
50 | O=C(Oc1ccccc1Cl)c1ccc(N2CCOCC2)c([N+](=O)[O-])c1 | x | 9 | x | x
51 | COC(=O)c1cc(C)sc1NC(=O)CN1CCN(C(=O)C2CCCO2)CC1 (stereo not given) | 7 | 11 | u | x
52 | O=C(COc1ccccc1N1C(=O)C2C3C=CC(C3)C2C1=O)c1ccccc1 (stereo not given) | -5 | -9 | -4 | x
53 | CN(C)C(=O)CN1C(=O)NC(c2ccccc2)(c2ccccc2)C1=O | 1 | -12 | -5 | -6
54 | CC(CCc1ccccc1)NC(=O)COC(=O)c1ccccc1Br (stereo not given) | 0 | 6 | 9 | 7
55 | COC(=O)C(C)N(c1ccc(OC)cc1)S(C)(=O)=O (stereo not given) | -2 | 4 | 6 | x
56 | CC(=O)Nc1ccc(NC(=O)c2ccc(-c3ccc([N+](=O)[O-])cc3)o2)cc1 | x | -11 | 0 | 1
57 | Cc1nn(C)c(Cl)c1C(=O)NCC(=O)O | 7 | -91 | -4 | -5

item | INS-1E GSIS act | FN deposition inh | F508del corr
49 | 20 | x | -2.8
50 | 16 | 0 | x
51 | 6 | x | 5.3
52 | 19 | 2 | 0.0
53 | 24 | 18 | -1.0
54 | x | 4 | 1.5
55 | 7 | 2 | 1.3
56 | -6 | 2 | 0.6
57 | 17 | 15 | -0.5

Assay outcomes deposited in PubChem BioAssay by Broad Institute.
